A549 viability – kills or reduces viability of A549 cells in Nrf2 counter-screen; A549 ARE-Fluc cells, CellTiter-Fluor viability, 18-24 h; Potency, µM (series often up to 46 µM), without a hit: top-dose activity change, negative = cytotoxicity, hits mostly inhibitors; 0.16% of 390,000 active; AID 504648; also: potency is read from the fitted curve at half-maximal effect; % is scaled to controls: 0 for no effect and ±100 for the full control effect
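A549 ARE-Fluc cells in 5% FBS OPTI-MEM, 5000 cells/well, rested 2 h then exposed to compounds in concentration-response for 18-24 h at 37 °C. Viability by CellTiter-Fluor fluorescence (Ex 405/Em 525) after 30 min; luciferase luminescence (BugLite, 15 min, RT) read afterwards.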
TGFb SMAD3 inh – inhibitors of TGF-b signaling | 1.2% of 410,000 active | HepG2 CAGA-GFP TGF-b/SMAD3 reporter, GFP fluorescence, 18 h; TGF-beta stimulated, 500 pg/mL final | Potency, µM (highest dose often 46.1 µM), for inactives: top-dose activity, negative = inhibition, most hits filed as inhibitors; also: potency is read from the fitted curve at half-maximal effect; % is scaled to controls: 0 for no effect and ±100 for the full control effect; nearly all actives have a fitted effect of over 65% in size
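Cell-based qHTS in HEPG2 carrying a CAGA-GFP Smad reporter; compounds added before 500 pg/mL final TGF-beta, 18 h incubation at 37 degrees C, GFP fluorescence quantified per cell by imaging cytometry.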
MmCpn inh – M. maripaludis TRiC chaperonin inhibition. purified Mm-Cpn ATPase, ADP Transcreener TR-FRET. Potency, µM (highest dose often 76.9 µM), without a hit: top-dose activity, negative = inhibition, most hits filed as inhibitors. 0.031% of 330,000 active. AID 504842; also: potency is read from the fitted curve at half-maximal effect; % is scaled to controls: 0 for no effect and ±100 for the full control effect; nearly all actives have a fitted effect of over 80% in size
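ATP (10 uM final) was added to archaeal chaperonin (25 nM final) after 10 min exposure to test compound at 37°C; after 30 min further incubation, ADP was detected by competitive TR-FRET.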
Abeta rescue – compounds reversing amyloid beta toxicity in yeast | yeast expressing A-beta42, growth rescue, OD600, 48 h; response scale: 0% DMSO, 100% iron-clioquinol control | Potency, µM (highest dose often 46.1 µM), inactives show top-dose growth rescue, most hits filed as activators | 0.063% of 410,000 active | AID 1347071; also: potency is read from the fitted curve at half-maximal effect; nearly all actives have a fitted effect of over 55% in size
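Yeast growth medium received pinned compounds, then yeast cells expressing toxic A-beta were added; plates incubated at 30 C for 48 hr. Growth read as absorbance at 600 nm, normalized to DMSO and equimolar FeCl3 plus clioquinol controls.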
Nrf2 block – inhibitors of Nrf2 signaling | A549 ARE-Fluc reporter, luciferase luminescence, 18-24 h | Potency, µM (doses to about 46 µM), without a hit: top-dose activity change, negative = inhibition, hits mostly inhibitors | 2.1% of 360,000 active; also: potency is read from the fitted curve at half-maximal effect; % is scaled to controls: 0 for no effect and ±100 for the full control effect; nearly all actives have a fitted effect of over 60% in size
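Quantitative HTS in A549 cells stably bearing an antioxidant response element-firefly luciferase construct. Inhibition of Nrf2-driven transcription was scored by luminescence after 18-24 h of compound exposure at 37 °C.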
CCT modulator – modulators of cytosolic chaperonin (CCT/TRiC) activity; purified chaperonin ATPase assay, HTRF ADP detection, 30 min; activity change, % (no concentration beside the values), hits read low; 0.3% of 360,000 active; in the data active = activity change below about -30%; also: % is scaled to controls: 0 for no effect and ±100 for the full control effect
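TRiC (40 or 20 nM final, by batch activity) in 30 mM Tris pH 7.4, 100 mM KCl, 5 mM MgCl2, 1 mM DTT was treated with compound at 76 uM single dose, then 10 uM ATP, 30 min at 37 °C. ADP was read by HTRF Transcreener.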
HepG2 viability – HepG2 cytotoxicity, counter-screen for TGF-b inhibitors; HepG2 CAGA-GFP viability, ATP luminescence, 18 h; Potency, µM (doses to about 46.1 µM), inactives show top-dose activity change, negative = cytotoxicity, hits mostly cytotoxic; 0.76% of 410,000 active; AID 588856; also: potency is read from the fitted curve at half-maximal effect; some results filed as inactive show a strong effect at the top dose
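CellTiter-Glo luminescence gave cytotoxicity after 18 hours at 37 degrees C. The cells were HepG2 CAGA-GFP in 1% FBS DMEM, stimulated with 500 pg/mL TGF-beta after compound addition. %Activity was normalised to no-cell wells (complete cell-killing) and DMSO (no toxicity), and curves were fitted and classified.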
Akt phos inh – Akt phosphorylation inhibition; activity change, % for hits at 50 µM; Neuro2A IGF-stimulated pAkt S473 HTRF, 20 min; hits give low values; 0.32% of 360,000 active; in the data active = activity change below about -80%; inconclusive = mostly about -51% to -80%; also: % is scaled to controls: 0 for no effect and ±100 for the full control effect
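Neuro2A cells in DMEM with 0.5% FBS, overnight at 37 deg C, given compound at single 50 µM final, then IGF (6 nM final) for 20 min at 37 deg C. Lysed; phospho-Akt Ser473 by HTRF after 24 h, 665/615 ratio.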
Nrf2 activator – Nrf2 pathway activation; AREc32 ARE-luciferase reporter (MCF7-derived line), luminescence, 24 h; Potency, µM (series often up to 46.1 µM), inactives show top-dose activation, hits mostly activators; AID 624171; 0.31% of 410,000 active; also: potency is read from the fitted curve at half-maximal effect; % of control where 0% means no effect; nearly all actives have a fitted effect of over 65% in size
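Quantitative high-throughput format: AREc32 reporter cells, 1000 per well, received compound by pin transfer and were incubated 24 hr at 37 deg C, 5% CO2, before Steady-Glo luminescence detection.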
The depositor's hits bear a star; i = inactive; ? = inconclusive; . = not tested or not shown; & = joins results of further samples; [ ] = another dose, or the depositor's remark. Unless noted, calls follow the shape of the dose curve; as a rule, active = well fitted curve in the direction sought with a large enough effect; inconclusive = small, poorly fitted or top-dose-only effect, or another doubt; inactive = no such curve, though single readings can be large; an effect the other way counts as inactive or inconclusive.

Values run as follows: Akt phos inh | Nrf2 block | MmCpn inh | Nrf2 activator | HepG2 viability | A549 viability | TGFb SMAD3 inh | CCT modulator | Abeta rescue
> O=C(Nc1ccnn1C1CCN(Cc2ccc(Cl)cc2)CC1)C1CCCC1
→ i | -4% | -9% | 2.3% | -29% | -2% | 0% | -1.4 | -8%
> CC(C)c1cccc(C(C)C)c1NC(=O)COC(=O)[C@H](C)NC(N)=O
→ i | -2% | 1% | 2.3% | 1% | 0% | 2% | -1.2 | 6%
> CC1CCN(c2ccc(C(=O)NCc3cccs3)cn2)CC1
→ i | 25% | 0% | 3.4% | -43% | -1% | -5% | -6.8 | 3%
> O=C(CN(C(=O)CCC(=O)Nc1nccs1)c1ccccc1F)NCC1CCCO1 (stereo unspecified)
→ i | . | 0% | 0.4% | 4% | -6% | 4% | -4.1 | 7%[9.22 µM]
> CC1COC(=O)C(NNc2ccc(Cl)c(Cl)c2)=N1 (stereo unspecified)
→ i | 4% | 0% | 0.4% | 18% | 15% | 0% | 2.1 | -49%[inhibitor]
> CCc1ccc(NC(=O)Cn2c(=O)n(-c3cc(OC)c(OC)c(OC)c3)c(=O)c3ccccc32)cc1
→ . | 19% | . | -0.8% | 6% | -6% | 0% | . | -8%
> Cc1cccc(NC(=O)NNS(=O)(=O)c2ccc(F)cc2)c1
→ i | 6% | 2% | -0.9% | -28% | 10% | -19% | 0.7 | 1%
> CSc1ccc(CNC(=O)c2ccccc2NC(=O)c2nsc3ccccc23)cc1
→ . | . | . | 5.3% | -11% | 16% | 6% | . | -9%
> Fc1ccc(N/N=C2/CC(c3ccccc3)Oc3ccccc32)c(F)c1 (stereo unspecified)
→ i | -1% | 1% | 13µM* | -24% | 12% | -1% | -4.9 | -18%
> CCN1C[C@@H]2[C@@H]3C(=O)N(Cc4ccccc4)C(=O)[C@@H]3[C@](Cc3ccccc3)(C1=O)N2C(=O)c1ccc(C)cc1
→ i | -11% | . | -1.0% | 3% | -14% | ? | 2.1 | -7%
> O=C(Nc1cc(Cl)ccc1Cl)C1CCCO1 (stereo unspecified)
→ i | -6% | 1% | 0.1% | 11% | 0% | ? | -2.8 | 2%
> Cc1cc2c(cc1NC(=O)c1ccccc1Cl)n(C)c(=O)c(=O)n2C
→ . | ? | . | 21% | -6% | -1% | -36% | . | -3%
> Cc1ccc(-c2onc(C)c2C)cc1S(=O)(=O)NC1CCCCC1
→ . | ? | . | -0.3% | -2% | ? | -2% | . | 6%
> Cc1ccc(-n2c(=O)[nH]cc(C(=O)Nc3ccc4c(c3)OCCO4)c2=O)cc1C
→ i | -4% | 2% | -0.7% | 3% | 0% | -3% | 0.4 | -8%
> O=C(COC(=O)c1ccc(C(F)(F)F)cc1)NC(=O)NC1CCCC1
→ i | -2% | 1% | 0.0% | 7% | 0% | 0% | -0.9 | 9%
> O=C(c1cccnc1)N1CCN(Cc2ccc3ccccc3c2)CC1
→ i | 2% | -1% | 4.3% | -1% | -1% | ? | -1.3 | 21%
> CCOCCc1nnc(NC(=O)C(C)Oc2ccccc2)s1 (stereo unspecified)
→ i | 1% | -15% | -0.8% | 7% | 4% | 12% | 0.5 | -17%
> CCOc1cc(CNCCN(C)C)c(Cl)cc1OCC(=O)NCCc1ccccc1
→ i | -5% | 2% | 0.3% | -4% | -5% | 7% | 3.4 | 0%
> Cc1nnc(NCc2ccco2)s1
→ i | 9% | -1% | 0.0% | -6% | 5% | -1% | -0.9 | 2%
> O=C(CN1CCN(Cc2ccc(Cl)cc2)C1=O)NCCCN1CCN(c2ccc(F)cc2)CC1
→ i | . | 1% | 2.3% | -57% | -4% | 1% | 1.2 | -7%
> COCCN(CC(=O)Nc1cccc(S(=O)(=O)N2CCCC2)c1)Cc1nc2ccccc2c(=O)[nH]1
→ i | -22% | 0% | -0.6% | 9% | -3% | 23% | -1.4 | 11%
> Nc1ccccc1SCC(=O)Nc1ccc2c(c1)OCO2
→ i | 5% | -3% | 6.7% | -17% | -10% | -4% | -0.5 | 13%
> Cc1ccccc1C(=O)NCC(c1cccnc1)N1CCc2ccccc21 (stereo unspecified)
→ . | -9% | . | -0.3% | -18% | 0% | ? | . | 6%
> Cc1ccc(C(=O)CSc2ncnc3sc4c(c23)CCC(C)C4)cc1 (stereo unspecified)
→ i | 3% | 2% | -0.6% | -20% | 3% | 5% | -1.6 | 15%
> COc1cc(-c2nc3ccccc3nc2-c2ccc(O)c(OC)c2)ccc1O
→ i | -15% | 0% | 5.6% | -31% | -11% | -18% | -1.1 | -4%
> CCCC(c1nnnn1CCOC)N1CCN(c2nc3ccccc3s2)CC1 (stereo unspecified)
→ i | -3% | 1% | -0.6% | 7% | 0% | ? | -0.7 | -9%
> COC(=O)c1nn(Cc2ccccc2)c(=O)c2ccccc12
→ i | -22% | 1% | 0.2% | -5% | 1% | -7% | -1.0 | 2%
> CC(C)CNC(=O)NC(=O)COC(=O)c1cc(F)cc(F)c1
→ i | -4% | 1% | 0.0% | -33% | 1% | 9% | -0.1 | -18%
> CC1CN(c2oc(COc3ccc(Cl)cc3Cl)nc2C#N)CC(C)O1 (stereo unspecified)
→ i | -17% | 0% | 0.1% | -2% | 0% | -13% | 0.3 | -3%
> COCCCC/C(=N\OCCN)c1ccc(C(F)(F)F)cc1
→ i | 32%&-1%&10%&7%&0% | -1% | 11%&9.7%&-0.7%&0.6%&3.0% | -41%&-38%&-1%&-32%&-38% | 15%&-6%&-5%&-3%&12% | 2%&16%&-2%&24%&13% | -0.5&0.2&1.5&-2.6&0.2 | -11%&-15%&-14%&-15%&-7%

Looked up above.
CCCC(c1nnnn1CCOC)N1CCN(c2nc3ccccc3s2)CC1 (stereo unspecified) | CCT modulator: -0.7
CCOc1cc(CNCCN(C)C)c(Cl)cc1OCC(=O)NCCc1ccccc1 | Abeta rescue: 0%

(further entries)
Values run as follows: Akt phos inh | Nrf2 block | MmCpn inh | Nrf2 activator | HepG2 viability | A549 viability | TGFb SMAD3 inh | CCT modulator | Abeta rescue
> CCOC(=O)C(Cc1ccc(NC(=O)/C(=C\c2ccccc2)NC(=O)c2ccccc2)cc1)N1C(=O)c2ccccc2C1=O (stereo unspecified)
→ i | 8% | 2% | 2.1% | -1% | 0% | -13% | 0.6 | 10%
> O=C(NC(=S)NC1CCC(O)CC1)c1ccco1 (stereo unspecified)
→ i | 17% | 3% | 1.5% | 1% | -2% | 5% | -1.9 | 12%
> COc1cc(C(=O)N(Cc2ccccc2)c2cccc(C)c2)ccc1OC(F)F
→ i | -16% | 0% | -0.3% | 0% | 14% | ? | -0.9 | -8%
> O=C(COc1ccc(C(=O)NCCN2CCOCC2)cc1)Nc1cccc(C(F)(F)F)c1
→ i | -7% | 1% | 2.4% | -42% | 0% | 1% | -0.1 | 0%
> CC(C)N(Cc1ccccc1)C(=O)COC(=O)c1ccc2c(c1)OCCO2
→ i | 6% | 1% | -0.5% | 4% | -5% | 4% | -2.5 | -2%
> O=C(NCCCNC(=O)c1c(Cl)cccc1Cl)c1c(Cl)cccc1Cl
→ i | -2% | . | 0.4% | 25% | -1% | -1% | 0.6 | -43%[inhibitor]
> Cc1ccccc1S(=O)(=O)Cc1ccc(C(=O)NCCCN2CCC(C)CC2)o1
→ i | 16% | 1% | -0.2% | 1% | 10% | 7% | 0.5 | 6%
> Brc1ccc(-c2csc3ncnc(-n4nnc5ccccc54)c23)cc1
→ i | -6% | 0% | 1.3% | -7% | 2% | -28% | -1.6 | -5%
> COc1ccc(-n2nc(C(=O)NCC(=O)NCC3COc4ccccc4O3)c3ccccc3c2=O)c(OC)c1 (stereo unspecified)
→ i | -15% | -6% | 0.4% | 1% | -12% | 1% | 0.1 | -10%
> Cc1ccc(S(=O)(=O)N2CCN(C(=O)CC(C)C)CC2)cc1
→ i | 17% | 3% | 0.0% | -12% | 2% | 13% | 0.7 | -14%
> COc1cc(C(=S)N2CCOCC2)ccc1OS(=O)(=O)c1ccc(C)cc1
→ i | -6% | -2% | 0.0% | -21% | 11% | 8% | 0.1 | 18%
> CC(C)(C)/C(O)=C(/C#N)c1nc2ccccc2[nH]1
→ i | ? | 0% | -0.1% | 4% | -15% | 17% | 1.0 | 21%
> CCOC(=O)c1cccc(NC(=O)c2c(N)n(C)c(=O)[nH]c2=O)c1
→ i | 17% | . | -0.7% | -5% | 4% | 0% | -0.4 | 11%
> Cc1ccc(S(=O)(=O)NCC(=O)OC2CCOC2=O)cc1 (stereo unspecified)
→ i | -7% | 1% | 0.1% | 1% | -7% | 2% | -1.0 | 6%
> CCNC(=O)c1ccc(NC(=O)CC2SC(N3CCCC3)=NC2=O)cc1 (stereo unspecified)
→ i | 7% | 0% | 0.5% | -9% | 5% | 23% | -0.8 | -14%
> COc1ccc(-n2c(SCC(=O)Nc3ccc4c(c3)OCO4)nc3c([nH]c4ccccc43)c2=O)cc1
→ . | . | . | -0.3% | -16% | -8% | -6% | . | -2%
> O=S(=O)(/N=C(/Nc1cccnc1)c1ccccc1)c1ccc(F)cc1F
→ i | -1% | -2% | -0.3% | -16% | 10% | ? | 0.1 | -11%
> Cc1cc(C)n2cc(CSc3nc4cc(Cl)ccc4o3)nc2n1
→ . | -27% | -1% | 2.9% | 17% | 0% | ? | 0.3 | 16%

Random draw from the library. Share with any hit: about 4.3%.
